SW480 rereplic = inducers of DNA re-replication in SW480 colon cancer cells. SW480 DNA re-replication, Hoechst DNA content imaging, 48 h. Potency, µM (top dose mostly 46.1 µM), for inactives: at the top dose re-replication activation, actives largely listed as activators. 340,000 compounds, 1.8% hits. AID 624297; note: potency is the fitted concentration of half-maximal effect; % of control where 0% means no effect; nearly all actives have a fitted effect of over 55% in size
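Image-based DNA-content assay: after two days of treatment, nuclei were labelled with the DNA dye Hoechst and imaged, and hits were compounds raising the count of nuclei showing high fluorescence intensity.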
MCF10A rereplic = induces DNA re-replication in MCF 10a normal breast cells; MCF 10A DNA re-replication, Hoechst nuclear intensity, 48 h; Potency, µM (series often up to 46.1 µM), for inactives: top-dose activity, positive = re-replication, actives largely listed as activators; 350,000 compounds, 2.9% hits; AID 624296; note: potency is the fitted concentration of half-maximal effect; % of control where 0% means no effect; nearly all actives have a fitted effect of over 50% in size
IL1B secr inh = inflammasome signaling inhibition, IL-1 beta readout | THP-1 LPS/ATP IL-1B secretion, AlphaLISA, 16 h; active compounds read low | activity change, % at 57.5 µM | 360,000 compounds, 4.7% hits; in the data active = activity change below about -50%; inconclusive = mostly about -30% to -49%; note: % is set by controls: 0 for no effect and ±100 for the full control effect
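THP-1 cells pretreated 1 hr with compounds (up to 57.5 uM final), then stimulated with LPS (250 ng/mL final) plus ATP (1.25 mM final); secreted IL-1B measured by AlphaLISA after 16 hr, decreased signal indicating inhibition.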
DRD3 agonist = D3 dopamine receptor (human) agonism; P35462; D3R DiscoveRx beta-arrestin cells, luminescence, 90 min; max activation, %; 410,000 compounds, 0.58% hits; AID 652048; in the data active = max activation above about 30%; note: 0% is about no effect; mostly tested at two doses, the higher about 12 µM
Target sequence (P35462 whole entry, looked up): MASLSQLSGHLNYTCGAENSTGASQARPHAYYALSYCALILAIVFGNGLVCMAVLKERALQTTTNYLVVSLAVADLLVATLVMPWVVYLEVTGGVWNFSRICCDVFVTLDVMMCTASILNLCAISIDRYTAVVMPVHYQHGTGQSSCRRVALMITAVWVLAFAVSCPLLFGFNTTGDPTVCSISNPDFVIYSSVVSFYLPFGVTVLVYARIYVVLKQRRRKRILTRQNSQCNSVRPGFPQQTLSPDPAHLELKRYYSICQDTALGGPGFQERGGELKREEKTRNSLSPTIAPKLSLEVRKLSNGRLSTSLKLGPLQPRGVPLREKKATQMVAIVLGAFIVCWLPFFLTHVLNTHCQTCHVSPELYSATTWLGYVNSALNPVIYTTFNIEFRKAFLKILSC
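Cells at 1500/well, incubated overnight, then treated with pinned compounds (dopamine as control) for 90 min at 37 degrees C. DiscoveRx reagent added for 30 - 60 minutes at room temperature; luminescence read.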
HT1080 IDH1KD tx = toxicity to HT-1080 IDH1 knockdown cells (counter line). HT-1080 IDH1 knockdown viability, ATP luminescence, 48 h. Potency, µM (titrated, usually from 46.1 µM), inactives show at the highest dose activity, negative = toxicity, actives largely listed as cytotoxic. 360,000 compounds, 2% hits. AID 686971;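 note: potency is the fitted concentration of half-maximal effect; 0% = DMSO wells and -100% = cell-free medium wells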
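CellTiter-Glo luminescence after 48 h compound exposure at 37 degrees C of IDH1-knockdown HT-1080 cells in 5% FBS RPMI. %Activity scaled between DMSO wells and cell-free media wells, with curves fitted and assigned curve classes.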
KB-V1 cytotox = kills drug-selected multidrug resistant KB-V1 cells; Potency, µM (top dose mostly 46.1 µM), for inactives: at the highest dose activity change, negative = cytotoxicity, usual class: cytotoxic; 400,000 compounds, 3.4% hits; KB-V1 MDR cells viability, CellTiter-Glo, 72 h; note: potency is the fitted concentration of half-maximal effect; % is set by controls: 0 for no effect and ±100 for the full control effect; nearly all actives have a fitted effect of over 60% in size
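Potencies derive from concentration-effect curves fitted to normalized luminescence (CellTiter-Glo) of KB-V1 cells treated for 72 h at 37 degrees C in phenol-red-free DMEM containing 10% FBS.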
KB-3-1 cytotox = kills parental KB-3-1 adenocarcinoma cells; KB-3-1 viability, CellTiter-Glo ATP luminescence, 72 h; Potency, µM (top dose mostly 46.1 µM), inactives show top-dose activity change, negative = cytotoxic, actives largely listed as cytotoxic; 400,000 compounds, 1.4% hits; AID 1347075; note: potency is the fitted concentration of half-maximal effect; % is set by controls: 0 for no effect and ±100 for the full control effect; nearly all actives have a fitted effect of over 60% in size
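Using CellTiter-Glo luminescence, growth of non-resistant KB-3-1 adenocarcinoma cells is assessed 72 h after pin-tool compound addition at 37 °C. Normalized responses across the concentration series yield fitted curves.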
HEK293 tox = cytotoxicity in counter-screen for GLP-1R inverse agonists | HEK293 cAMP-luciferase reporter cells, luminescence, 24 h | Potency, µM (series often up to 38.3 µM), for inactives: at the highest dose activity change, negative = inhibition, most hits filed as inhibitors | 410,000 compounds, 0.13% hits | AID 624418;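 note: loss of luciferase light is scored as toxicity; potency is the fitted concentration of half-maximal effect; % is set by controls: 0 for no effect and ±100 for the full control effect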
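Step one: seed cells (200 cells/uL, DMEM with 10% Nu serum, 1% pen-strep). Step two: 12-hour incubation at 37 deg C. Step three: pin 23 nL compound, incubate 24 hr. Step four: add luciferase reagent, read luminescence 12 min later.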
HT1080-NT tox = kills 2HG-producing HT-1080-NT fibrosarcoma cells; HT-1080-NT fibrosarcoma viability, CellTiter-Glo ATP luminescence, 48 h; Potency, µM (titrated, usually from 46.1 µM), inactives show at the top dose activity, negative = less viability, most hits filed as cytotoxic; 360,000 compounds, 1.6% hits; AID 686970;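 note: NT is the 2HG producing partner of a matched IDH1 knockdown line; potency is the fitted concentration of half-maximal effect; 0% = DMSO-treated cells and -100% = media-only wells without cells; nearly all actives have a fitted effect of over 55% in size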
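HT-1080-NT fibrosarcoma cells (2HG-overproducing), 750 cells/well in RPMI with 5% FBS, dosed after 2 h and incubated 48 h at 37C. CellTiter-Glo luminescence normalized to DMSO and no-cell wells; concentration-response curves fitted and classed.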
* marks the source's active call; other numbers are inactive results; ? = inconclusive; . = not tested or not shown; & = joins results of further samples; [ ] = dose if it differs, or a comment. Unless noted, calls come from the whole dose curve; as a rule, active = well fitted curve in the direction sought with a large enough effect; inconclusive = small, poorly fitted or top-dose-only effect, or another doubt; inactive = no such curve, though single readings can be large; an effect the other way counts as inactive or inconclusive.

SMILES | SW480 rereplic | MCF10A rereplic | IL1B secr inh | DRD3 agonist | HT1080 IDH1KD tx | KB-V1 cytotox | KB-3-1 cytotox | HEK293 tox | HT1080-NT tox
Cc1ccc(Cl)cc1NC(=O)COC(=O)c1ccccc1O | -3.7% | -2.6% | -3.4 | -8.2 | 15.9% | 0.0% | 14.3% | -3.6% | 1.2%
CN(C(=O)Nc1cnccc1C(F)(F)F)C1CCCCC1 | -7.7% | -2.9% | -16.1 | 4.6 | -2.7% | 5.9% | 5.3% | 1.0% | 14.8%
CCOC(=O)C1=CN(Cc2cccc(F)c2)S(=O)(=O)N(CC)C1c1ccc(C(F)(F)F)cc1 (stereo not drawn) | ? | ? | -2.4 | -9.3 | -3.3% | -1.7% | 0.0% | 1.2% | -3.4%
Cc1cc2nc(CCl)cc(=O)n2[nH]1 | 2.6% | -12.7% | 9.6 | -1.2 | -23.0% | -10.8% | -3.6% | 1.0% | -4.4%
CCOc1ccccc1C(=O)NCCNC(=O)c1ccccc1OCC | -3.4% | -0.8% | 30.7 | -12.9 | ? | ? | -5.2% | 13.9% | 15.3%
O=C(CN1CCOCC1)Nc1nc(-c2ccc3c(c2)CCN3S(=O)(=O)c2ccccc2)cs1 | -3.7% | ? | -20.7 | 6.6 | -15.5% | ? | -12.1% | -1.4% | -27.0%
CCOc1ccc(CCNC(=O)COC(=O)c2nccnc2N)cc1OCC | 1.0% | -1.5% | 8.9 | 5.1 | 20.5% | 5.7% | 0.2% | -14.5% | 17.9%
CCOC(=O)CC(/C(C)=N\O)c1ccccc1 (stereo not drawn) | -2.4% | 0.6% | 0.0 | 6.6 | 14.6% | -3.9% | 1.9% | 11.0% | 13.7%
COc1cccc(C2=NOC(C(=O)Nc3cccnc3)C2)c1 (stereo not drawn) | 0.1% | -5.1% | 23.7 | -12.4 | -13.1% | 16.4µM* | -13.7% | 4.5% | 0.1%
CCOc1cc(C2C(C(C)=O)=C(C)Nc3ncnn32)ccc1O (stereo not drawn) | -17.3% | 1.4% | 7.5 | 3.5 | 0.0% | 12.0% | 12.2% | 3.8% | 17.1%
O=C(N/N=C/CCc1ccccc1)c1ccc(CN2c3cccc4cccc(c34)S2(=O)=O)cc1 | -5.8% | 1.7% | 4.6 | 8.3 | -13.1% | 0.0% | -0.5% | 55.2%[activator] | -9.3%
COc1ccc(NC(=S)N2CCN(C(=O)C3CCCO3)CC2)c(OC)c1 (stereo not drawn) | 11.9% | 6.8% | 0.0 | 0.3 | 3.6% | 1.2% | 5.3% | -1.7% | 2.9%
CC(OC(=O)CCOc1ccccc1)C(=O)NC1CC1 (stereo not drawn) | -11.1% | -1.8% | -8.0 | 3.1 | 2.7% | 16.9% | ? | -3.3% | 8.9%
Cc1cccc(NC(=O)COC(=O)C2C3CC4OC(=O)C2C4C3)c1C (stereo not drawn) | 2.7% | -6.7% | 25.7 | 5.5 | 8.4% | 25.3% | 8.0% | 3.6% | 10.5%
CCOC(=O)C1(CCCc2ccccc2)CCN(C(=O)c2cnc(C)cn2)CC1 | -0.7% | 4.4% | -13.7 | -1.6 | -1.9% | -24.8% | -18.7% | 15.1% | -3.6%
CC(C)(C)c1cc(NCc2ccccn2)n2ncc(-c3ccc(Cl)cc3)c2n1 | -5.8% | 10.8% | -23.7 | 9.4 | 2.1% | -3.6% | 1.2% | -8.1% | 16.1%
CC1(C)CC(=O)C(C(C2=C(O)CC(C)(C)CC2=O)c2ccco2)C(=O)C1 (stereo not drawn) | 3.3% | -6.2% | 16.3 | 0.3 | 3.1% | -0.4% | 16.9% | -14.3% | 2.8%
O=C(CCCC1=NS(=O)(=O)c2ccccc2N1)N1CCN(c2ccc([N+](=O)[O-])cc2)CC1 | -13.7% | 0.5% | 0.0 | 0.5 | -0.4% | 9.4% | -3.8% | -10.1% | 4.2%
Cc1nc2ccccc2c(=O)n1NC(=O)c1ccco1 | -8.2%[9.22 µM] | -4.5% | -12.8 | 1.5 | 20.0% | 16.0% | 11.0% | 0.6% | 13.4%
Cc1onc(-c2ccccc2Cl)c1C(=O)NC(=S)Nc1ccc(C(C)(C)C)cc1 | -1.9% | 4.4% | -13.1 | -8.6 | -3.7% | -3.1% | -16.0% | ? | ?
COc1ccc(CNS(=O)(=O)c2ccc(-c3ccc(=O)[nH]n3)o2)cc1 | -43.3% | 12.9% | -2.0 | -4.4 | -2.5% | 19.8% | -0.4% | -2.6% | -1.1%
Cc1nnc(SCc2cnc(-c3ccccc3)o2)[nH]c1=O | 2.4% | 27.3% | 24.5 | 0.1 | -2.2% | 24.8% | -6.1% | 26.2% | -0.4%
COC(=O)/C(=C\Nc1ccc(OC)cc1)NC(=O)c1ccc(Cl)cc1Cl | -4.0% | 3.6% | -7.4 | 0.0 | -19.9% | -15.4% | ? | -28.3% | -3.8%
O=C(Cc1ccccc1)Nc1ccccc1C(=O)N1CCCCCC1 | 13.1% | -9.1% | 8.7 | -8.5 | 7.0% | -10.1% | -18.2% | 35.0% | 12.0%
O=C(c1ccc(Br)cc1)C1CCc2occc2C1=O (stereo not drawn) | -4.7% | -0.2% | -11.1 | -2.1 | 4.4% | 10.5% | 19.2% | 14.0% | 1.4%
C[C@H]1CN([C@@H](C)CO)C(=O)CCCn2nncc2CO[C@H]1CN(C)C(=O)C1CCCCC1 | . | . | 3.1 | 4.8 | 1.8% | ? | 18.2% | -2.5% | 4.8%
CCc1nc2ccc(C(=O)NCCC(C)C)cn2c1N(CC)CCN(C)C | . | . | -4.0 | -9.7 | 5.6% | 2.2% | 0.0% | 10.2% | ?
COC(=O)Cc1ccc(NC(=S)NCCSc2ccc(C)cc2)cc1 | -0.9% | 1.7% | 24.5 | -2.8 | 0.4% | -16.6% | -1.5% | ? | 1.3%
COc1ccc(-n2c(=O)[nH]c3cc(C(=O)NCCc4ccc(OC)c(OC)c4)ccc3c2=O)c(OC)c1 | -6.9% | 0.0% | 45.4 | 4.5 | 3.8% | 16.0% | -1.1% | -1.1% | -3.0%
CC1CN(C(=O)Nc2ccc(C(=O)NCc3ccccc3F)cc2)c2ccccc2S1 (stereo not drawn) | . | . | . | -12.0 | . | 2.2% | 7.2% | 2.5% | .
COc1ccc2cc(C#N)c(N3CCN(C(=O)c4ccccc4C)CC3)nc2c1 | 7.8% | 1.0% | . | -7.4 | ? | ? | -8.2% | 22.0% | ?
COc1ccc(NC(=O)CN(C)C(=O)CSCC(=O)Nc2ccc(C)cc2)cc1 | 1.6% | -1.5% | 6.3 | -1.9 | -3.4% | -4.1% | -0.4% | 10.8% | -4.6%
O=C(COC(=O)/C=C/c1cccc(C(F)(F)F)c1)NC(=O)NCc1ccco1 | -1.3% | ? | -8.2 | -4.2 | -5.5% | 0.6% | 16.9% | 5.0% | -16.5%
C[C@@H]1CN([C@H](C)CO)C(=O)c2cc(NS(=O)(=O)c3cccs3)ccc2O[C@H]1CN(C)Cc1ccccc1 | -7.8% | 22.1% | -7.8 | -18.5 | 4.4% | -0.4% | 2.8% | 7.4% | -1.5%
CCC(Sc1nc2ccncc2[nH]1)C(=O)Nc1cc(C)ccc1C (stereo not drawn) | . | . | . | 9.5 | . | -8.4% | -5.4% | 6.3% | .
O=C1c2ccccc2C(=O)c2c1ccc(O)c2O | -8.0%&0.6% | -40.4%&2.1%[inhibitor] | -12.1 | 16.9&7.7 | -15.9% | -0.1% | -4.6% | ? | -20.5%
O=C(c1ccc(NS(=O)(=O)c2ccc(F)cc2)cc1)N1CCOCC1 | -1.9% | 1.0% | 8.2 | -1.9 | -5.1% | 19.4% | -2.0% | 3.5% | 0.1%
CCOc1ccc(NC(=O)CC2C(=O)N(c3ccccc3)C(=O)N2CCc2sccc2C)cc1 (stereo not drawn) | . | . | . | 0.7 | . | ? | ? | -25.5% | .
Cc1c(NC(=O)CSc2nnnn2-c2ccc(C(=O)O)cc2)c(=O)n(-c2ccccc2)n1C | 0.2% | 8.3% | 22.1 | 1.2 | 0.0% | 6.2% | 21.2% | 2.3% | 2.6%
COc1ccc(CNc2nc3nc(C)c(Cl)c(C)n3n2)cc1OC | -2.1% | 7.3% | 19.7 | -1.1 | -1.2% | -4.9% | 16.2% | 5.4% | 5.7%
O=C(C=C1CCN(c2ncc(C(F)(F)F)cc2Cl)CC1)NNC(=O)Nc1ccccc1 | -0.9% | 8.8% | 10.0 | 1.1 | 0.6% | 0.2% | 5.4% | 4.7% | 6.7%
Cc1ccc(S(=O)(=O)N(C)C)cc1NC(=O)C(C)OC(=O)C1CCCC1 (stereo not drawn) | -2.5% | -2.6% | 6.0 | 4.6 | 0.8% | 11.7% | 2.4% | 7.5% | 1.6%
CC(C)(C)c1csc(NC(=O)Cc2ccc(S(=O)(=O)N3CCOCC3)s2)n1 | -17.2% | 15.3% | ? | -19.1 | ? | ? | -23.3% | -7.1% | -19.0%
Cc1c(NC(=O)c2cc(-c3ccc4c(c3)OCO4)on2)c(=O)n(-c2ccccc2)n1C | -0.5% | -5.7% | 13.2 | 13.1 | 4.7% | ? | 1.4% | -7.7% | 6.6%
O=C(CSc1nc2cc(Cl)ccc2o1)Nc1ccc(N2CCOCC2)cc1 | 1.7% | ? | 0.1 | -9.6 | -8.9% | -8.8% | -18.5% | -9.1% | 16.6%
O=C(N/N=C/C=C\c1ccccc1[N+](=O)[O-])c1cccnc1 | 7.1% | 0.9% | -4.7 | -27.0 | -8.4% | -2.9% | -16.3% | -2.7% | -10.8%

Bioassay records: PubChem BioAssay, National Center for Advancing Translational Sciences (NCATS)

Not a hit list. About 11% of those tested had a hit in this group.
